# GalR3 antagonist = human GalR3 antagonism. HEK293 GalR3-CNG cAMP membrane potential fluorescence; galR3 body fused to GalR1 C-terminus. hit rate 0.44% among 360,000. inhibition, % at 3 µM;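 active means inhibition above the screen-wide average plus 3 SD, cut at about 13% in these data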;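 further: forskolin and galanin both at EC90 stimulate the cells; cAMP rise reported by CNG channel membrane potential dye signal; 0% = forskolin plus galanin with DMSO and 100% = forskolin alone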
# NALP1 inh = inhibitors of NALP1 inflammasome in yeast; AID 2071; S. cerevisiae NALP1/ASC/caspase-1 growth, X-gal OD620, 72 h; inhibition, % at 10 µM; hit rate 0.61% among 280,000; in the data active means inhibition mostly above about 24%, no sharp cut-off; inactive means mostly below about 32%; further: some compounds called inactive have numbers as strong as hits
# GPR7 antag = human neuropeptides B/W receptor 1 antagonism; AID 1861; hit rate 1.1% among 290,000; GPR7-expressing cells, fluorescence antagonist assay; inhibition, % at 4.4 µM; in the data active means inhibition above about 16%, passing the limit was not always enough;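 further: cells stimulated with the agonist NPW; 0% = agonist with vehicle and 100% = vehicle without agonist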
# MEKK2wt PB1 HTS = raises or lowers MEK5 binding to wildtype human MEKK2 PB1 domain | Q9Y2U5 | bead flow cytometry, Alexa488-MEK5 binding to MEKK2 WT; actives lie on both sides | binding response (% of control), % at 10 µM | hit rate 1.1% among 290,000; in the data active means binding response below about 67% or above about 130%; inconclusive means no clear call, values can overlap the other calls; inactive means in between
# PHOSPHO1 inh = PHOSPHO1 (human) inhibition; inhibition, % at 13.3 µM; recombinant PHOSPHO1, absorbance phosphatase assay; hit rate 1.1% among 290,000; Q8TCT1; in the data active means inhibition above about 60%
# V1aR counter = activates human V1a receptor in oxytocin agonist counter-screen; activation, % at 3 µM; hit rate 0.25% among 320,000; AID 2797; P37288; CHO-V1R cells, Fluo-8 calcium fluorescence, agonist mode; 0% DMSO, 100% 3 nM vasopressin;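 active means activation above the mean activation of all tested compounds plus 3 SD, per screening run, cut at about 20% in these data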;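 further: signal is peak over basal fluorescence ratio across a 100 second FLIPR read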
# OXTR agonist = agonists of human oxytocin receptor | P30559 | activation, % at 3 µM | hit rate 0.32% among 320,000 | CHO-OTR cells, Fluo-8 calcium fluorescence; normalized: DMSO 0%, oxytocin 100% | AID 2435;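 active means activation above the mean of all tested compounds plus 3 SD, cutoff set per screening run, cut at about 20% in these data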;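 further: peak over basal fluorescence ratio from a 100 s FLIPR kinetic read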
# Target sequence (P30559 whole entry, looked up): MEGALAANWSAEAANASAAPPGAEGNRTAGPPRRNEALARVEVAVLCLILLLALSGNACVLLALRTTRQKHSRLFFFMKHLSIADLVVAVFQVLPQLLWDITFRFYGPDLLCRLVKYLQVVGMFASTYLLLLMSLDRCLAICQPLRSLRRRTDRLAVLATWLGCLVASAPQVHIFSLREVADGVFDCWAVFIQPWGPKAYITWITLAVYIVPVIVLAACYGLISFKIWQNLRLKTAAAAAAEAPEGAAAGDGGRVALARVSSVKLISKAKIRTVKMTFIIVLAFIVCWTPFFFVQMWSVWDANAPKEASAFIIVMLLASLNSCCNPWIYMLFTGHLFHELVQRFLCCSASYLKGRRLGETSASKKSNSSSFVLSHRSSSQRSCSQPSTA
# MEKK3 PB1 HTS = MEKK3-MEK5 PB1 interaction, increase or decrease; Q99759; bead-based flow cytometry, Alexa488-MEK5 binding to MEKK3; actives lie on both sides; 0 = blocked by unlabeled MEK5, 100 = vehicle; binding response (% of control), % at 10 µM; hit rate 1.4% among 290,000; AID 1529;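 active means binding response more than 3 SD above or below the average of its plate-row segment, actives on both sides; inconclusive means wells at one plate position flagged as instrument error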;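 further: Alexa488 bead fluorescence after subtracting the streptavidin-only scavenger bead signal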
# Target sequence (Q99759 whole entry, looked up): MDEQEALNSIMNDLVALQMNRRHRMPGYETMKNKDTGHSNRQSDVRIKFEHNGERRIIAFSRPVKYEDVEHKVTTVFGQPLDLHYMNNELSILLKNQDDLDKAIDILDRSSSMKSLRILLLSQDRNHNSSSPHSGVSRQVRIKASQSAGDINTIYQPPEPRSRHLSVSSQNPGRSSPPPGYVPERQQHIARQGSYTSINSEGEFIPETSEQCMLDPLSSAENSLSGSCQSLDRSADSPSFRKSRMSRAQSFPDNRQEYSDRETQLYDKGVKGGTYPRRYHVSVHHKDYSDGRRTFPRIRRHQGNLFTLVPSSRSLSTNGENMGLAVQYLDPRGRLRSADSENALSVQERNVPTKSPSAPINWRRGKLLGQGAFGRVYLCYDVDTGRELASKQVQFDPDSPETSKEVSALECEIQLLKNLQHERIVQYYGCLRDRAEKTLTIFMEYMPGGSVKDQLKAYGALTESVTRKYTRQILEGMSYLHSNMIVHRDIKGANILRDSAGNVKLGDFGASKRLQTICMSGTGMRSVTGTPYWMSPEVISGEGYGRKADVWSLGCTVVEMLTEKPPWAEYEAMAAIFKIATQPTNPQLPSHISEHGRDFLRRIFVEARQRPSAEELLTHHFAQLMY
# MEKK2mut PB1 HTS = signal of MEK5 binding to mutant human MEKK2 PB1 domain. bead flow cytometry, Alexa488-MEK5 binding to MEKK2 mutant. percent response, % at 10 µM. hit rate 0.35% among 290,000. AID 1530; in the data active means percent response above about 24%, passing the limit was not always enough; further: inactives centre near 1; some results filed as inactive read as strong as hits; reference of the scale not given here
# An asterisk follows results filed as active; ? = inconclusive; . = no result given; & = joins results of further samples. This is a random part of the collection; any-hit rate near 5.4%.
SMILES,GalR3 antagonist,NALP1 inh,GPR7 antag,MEKK2wt PB1 HTS,PHOSPHO1 inh,V1aR counter,OXTR agonist,MEKK3 PB1 HTS,MEKK2mut PB1 HTS
O=C(NCC1CCN(Cc2ccccc2F)CC1)Nc1cc(F)ccc1F,-11,30,9,115,-11,5.2,1.9,110,4
O=c1c2ccccc2nc2n1CCS2(=O)=O,0,.,-18,102,47,0.2,0.2,101,0
CCC(=O)Nc1nnc(S(=O)(=O)N2CCCc3ccccc32)s1,1,21,-1,98,-42,-0.3,1.2,98,-2
CC(=O)c1ccc(N2CCN(c3ccccc3O)CC2)c([N+](=O)[O-])c1,-11,3,10,97,-4,15,23*,98,3
O=C(N/N=C/c1ccoc1)c1ccc(Cl)cc1,-3,-5,-13,106,15,-1.0,-1.4,102,5
CC(C)OP(=O)(OC(C)C)C(Nc1ccccn1)c1ccc(F)cc1 (configuration not stated),-1,21,-2,104,1,-0.4,-1.8,122,0
Cc1cc(C(=O)N2CCCC(C(=O)c3cccc4ccccc34)C2)nc(C)n1 (configuration not stated),-1,-4,3,95,9,-0.2,0.0,98,1
Cc1ccccc1-c1nnc(SCc2ccccc2F)o1,-5,13,-1,91,-9,0.2,-1.2,97,-1
CCN(CC)CCn1c(=S)[nH]c2cc(C(=O)NCc3ccc(C)cc3)ccc2c1=O,1,0,-21,103,28,1.7,0.2,102,0
CCCS(=O)(=O)c1nc(S(=O)(=O)c2ccc(C)cc2)c(N2CCN(C)CC2)s1,-7,14,0,106,60,-0.4,-0.7,102,3
COc1ccc(Cn2nnnc2C(C(C)C)N2CCN(c3ccccc3OC)CC2)cc1 (configuration not stated),-2,-1,-12,102,-42,-1.5,-1.6,102,5
O=C(CCS(=O)(=O)c1ccc(Br)cc1)N1CCN(Cc2ccccc2)CC1,1,16,-8,95,-10,2.2,1.8,79,-10
CCCN1CCC(CCOc2ccccc2)(C(=O)OCC)CC1,-4,15,1,101,8,-0.1,1.1,100,2
Cc1ccc(OCc2nc(-c3ccc(Cl)cc3)n[nH]2)cc1,-7,46,1,109,-15,-0.7,-2.0,105,3
COC(=O)Cc1c(C)c2ccc(OC(=O)c3ccco3)cc2oc1=O,2,6,8,.,31,0.3,0.5,.,.

# 2 records picked at random from the list so far, as already listed:
SMILES,GalR3 antagonist,NALP1 inh,GPR7 antag,MEKK2wt PB1 HTS,PHOSPHO1 inh,V1aR counter,OXTR agonist,MEKK3 PB1 HTS,MEKK2mut PB1 HTS
COC(=O)Cc1c(C)c2ccc(OC(=O)c3ccco3)cc2oc1=O,2,6,8,.,31,0.3,0.5,.,.
O=C(NCC1CCN(Cc2ccccc2F)CC1)Nc1cc(F)ccc1F,-11,30,9,115,-11,5.2,1.9,110,4

# Remaining list, next part.
SMILES,GalR3 antagonist,NALP1 inh,GPR7 antag,MEKK2wt PB1 HTS,PHOSPHO1 inh,V1aR counter,OXTR agonist,MEKK3 PB1 HTS,MEKK2mut PB1 HTS
OCCC1CN(Cc2cc3c(cc2Cl)OCO3)CCN1C1CCCCC1 (configuration not stated),-6,17,-7,106,18,0.7,0.7,103,5
CCCOc1ccc(/C=N/NC(=O)CN2CCCCC2)cc1,-10,4,-11,110,19,1.1,4.4,108,19
CC(C)CNC(=O)c1cccc2c1-c1ccccc1C2=O,-9,18,-4,105,27,-0.8,-1.8,106,5
COc1cc2c(cc1OC)C(c1cccs1)N(C(=S)NC(C)C)CC2 (configuration not stated),-7,-12,18,92,37,-0.1,-0.9,101,-4
CCN1CCC(NCCc2ccc(F)cc2)CC1,-10,.,10,107,.,0.7,0.6,105,8
Cc1ccc(C)n1-n1c(C)nc2sc(-c3ccccc3)cc2c1=O,0,8,9,105,3,2.6,0.0,110,6
COCCCNCCOc1cc(C(C)C)ccc1C,-4,45,2,102,-14,-0.3,0.6,100,0
CSC1=NCCN1C(=O)c1c(F)cccc1Cl,-3,-7,-12,105,0,-0.4,-0.3,102,-1
Nc1ccccc1C(=O)NC12CC3CC(CC(C3)C1)C2,-10,12,14,100,.,0.3,-2.1,96,0
COc1ccc(NC(=O)C(c2ccccc2)N(C)C(=O)c2cnccn2)cc1 (configuration not stated),-3,12,4,116,7,0.3,0.2,112,9
NC(=O)c1cc(Cc2ccccc2)sc1NC(=O)c1ccco1,-4,-4,-15,102,24,-0.4,0.7,100,0
COc1ccc(/C=N/NS(=O)(=O)c2ccc(C)cc2)cc1OC(=O)c1ccccc1,3,0,-11,103,-36,-0.2,-0.5,103,3
O=C(Nc1ccccc1C(F)(F)F)c1ccc2nccnc2c1,-3,9,-9,103,33,0.0,0.0,102,2
Cc1cc(NC(=S)N(CCN2CCOCC2)Cc2ccccc2F)ccc1Cl,-3,2,-3,86,-8,-0.9,-2.4,85,-8
COc1cc(C(=O)NCCc2nc3ccccc3n2C)cc(OC)c1OC,-7,-5,-13,101,-3,0.9,0.5,108,1

# Brought forward from above: 3 entries; new compounds follow.
SMILES,GalR3 antagonist,NALP1 inh,GPR7 antag,MEKK2wt PB1 HTS,PHOSPHO1 inh,V1aR counter,OXTR agonist,MEKK3 PB1 HTS,MEKK2mut PB1 HTS
O=C(Nc1ccccc1C(F)(F)F)c1ccc2nccnc2c1,-3,9,-9,103,33,0.0,0.0,102,2
Cc1cc(NC(=S)N(CCN2CCOCC2)Cc2ccccc2F)ccc1Cl,-3,2,-3,86,-8,-0.9,-2.4,85,-8
COc1cc(C(=O)NCCc2nc3ccccc3n2C)cc(OC)c1OC,-7,-5,-13,101,-3,0.9,0.5,108,1
COc1cccc(NC(=O)C(Sc2nnnn2C)c2ccccc2)c1 (configuration not stated),-5,25,5,96,28,0.0,-0.9,102,1
Cc1c(OCc2ccc(C(=O)O)o2)ccc2c3c(c(=O)oc12)CCC3,-7,10,-9,105,1,-0.3,-0.5,107,4
CC(NC(=O)c1ccccc1Cl)C(=O)O (configuration not stated),-2,7,-19,96,2,1.3,1.8,96,-1
CC(NC(=O)c1cc(COc2ccc3ncccc3c2)on1)c1ccc(F)cc1 (configuration not stated),29*,.,10,92,32,13,19,95,-2
S=C(NCC1CCCO1)Nc1cccc(Cl)c1 (configuration not stated),-4,-7,-11,100,46,1.2,2.8,101,3
Cc1ccc(N(CC(=O)NC2CCCC2)C(=O)CNC(=O)c2cccs2)cc1C,-10,12,7,96,-2,2.3,2.0,95,-9
CC(CC(=O)C1C(C)C=CCC1(C)C)NNC(N)=O (configuration not stated),-1,8,6,95,50,-0.6,0.3,97,-5
O=C(c1cccc(C(F)(F)F)c1)C1CCCN(C(=O)CCCn2cncn2)C1 (configuration not stated),-7,-1,0,98,27,0.1,0.2,99,-2
Cc1cc(C)n(S(=O)(=O)/C=C/c2ccccc2)n1,-5,.,-12,89,12,-0.7,-1.3,91,-9
CCc1ccc(C(=O)CSc2nc3ccccc3c(=O)[nH]2)cc1,-3,1,-2,104,23,-0.7,-1.9,106,1
CCOc1ccc(-n2cc(C(=O)N3CCCCCC3)c3cc(OC)c(OC)cc3c2=O)cc1,-4,17,10,110,13,-1.1,-1.6,104,4
CCOc1ccccc1NC(=O)C1CCC(CNc2c(N3CCCCC3)c(=O)c2=O)CC1 (configuration not stated),-6,.,-3,54,13,-0.7,-0.8,52,-10
COc1ccc(S(=O)(=O)NCC2CCCO2)c(Cl)c1Cl (configuration not stated),-6,16,-4,106,31,0.1,0.1,108,2
CCOP(=O)(OCC)c1nc(-c2cccc3ccccc23)oc1NCCc1ccc(OC)cc1,-2,26,-4,112,-4,-0.3,-1.3,97,-1
CN1CCc2c(sc(N)c2C(=O)c2ccc(Cl)cc2)C1,1,-18,-15,94,2,2.3,1.1,96,5
CCOC(=O)c1c(C)[nH]c(C)c1C=O,5,-13,-5,98,-25,0.1,-0.5,101,-9
CC(=O)c1ccc(OCC(O)CN(C)Cc2cccs2)cc1 (configuration not stated),-1,-35,0,100,-4,0.3,0.5,97,1
CC(C)CCn1c(-c2nonc2N)nc2ccccc21,-6,20,-8,107,18,-1.4,-1.6,92,10
CC(C)OC(=O)CSc1n[nH]c(-c2cccnc2)n1,-1,-56,-2,100,15,1.1,-0.6,99,0
COc1ccc(CNc2ccc(C)c(C)c2)cc1,0,15,-2,99,37,-1.0,-2.6,96,-4
COc1ccc(CCNC(N)=S)cc1OC,-4,28,-6,101,-32,0.4,1.2,101,0
O=C(c1ccccc1F)N1CCN(c2ccc([N+](=O)[O-])c3cccnc23)CC1,6,-4,2,85,-16,2.2,0.5,91,-5
Cc1ccc(C(=O)NC(=S)NNC(=O)c2ccc([N+](=O)[O-])cc2)cc1,-9,-3,6,115,-67,3.6,10.0,106,7
CCn1c(C)nc2cc(C(=O)NNC(=S)Nc3ccc(Cl)cc3Cl)ccc21,-4,7,10,92,4,0.1,1.6,98,4
CSc1ccccc1C(=O)NCCc1ccc(S(=O)(=O)N2CCCCC2)cc1,-3,2,-2,105,-4,1.7,1.8,103,5
C=CCc1ccc(OCCOCCOc2ccccc2[N+](=O)[O-])c(OC)c1,-1,-4,-7,100,-2,1.1,0.7,102,-9
CN(C)S(=O)(=O)c1ccc(N2CCCC2)c(C(=O)Nc2ccc(N3CCOCC3)cc2)c1,1,14,7,113,2,1.1,0.0,107,15
CCOC(=O)c1sc(NC(=S)NC(=O)c2ccccc2Cl)c(C(=O)OCC)c1C,-1,28,-3,103,-10,0.7,0.7,104,5
Cc1ccc(CNC(=O)CCS(=O)(=O)c2ccc3c(c2)CC(C)N3C(=O)C2CC2)o1 (configuration not stated),3,21,-3,103,28,0.6,-0.2,103,1
NC(=NCCc1ccccc1)c1cccc([N+](=O)[O-])c1,-8,15,-1,112,14,0.5,0.4,104,11
OCCN(CCO)CC(O)COc1ccc(Br)cc1 (configuration not stated),7&-6,-2&6,-16&1,97&105,-5&6,0.8&0.3,2.1&0.2,94&100,3&5
Oc1ccccc1/C=N/Nc1nccnc1Cl,-5,-17,-2,100,-16,-0.3,-1.8,103,0
O=C(OCC(=O)N1CCCc2ccccc21)c1cncc(Br)c1,-7,30,5,68,3,0.5,-1.1,94,-11
CCn1cc(CN2CCC(n3nccc3NC(=O)C(OC)c3ccccc3)CC2)cn1 (configuration not stated),1,4,-12,106,20,-0.1,-0.2,107,8
CCCOc1cccc(C(=O)NC(=S)Nc2cccc(C(F)(F)F)c2)c1,-1,0,-20,?,19,0.1,1.1,?,-20
CCNc1c(NS(=O)(=O)c2ccc(Cl)s2)c(=O)oc2ccccc12,-9,11,-10,101,40,1.4,2.6,100,-2
COc1ccc(OC)c(C2CC(c3ccc(NS(C)(=O)=O)cc3)=NN2C(=O)c2ccccc2)c1 (configuration not stated),-1,12,-16,97,-33,-0.3,-0.2,101,-4
Cc1cc(N/N=C/c2ccccc2Cl)nc(NCc2ccccc2)n1,-7,67,-5,146*,-2,-0.2,-2.9,103,37
O=S(=O)(Cc1cc(-c2ccccc2)no1)c1ccccc1,-5,30,-6,99,38,-0.3,-1.5,98,0
CCOc1ccc(N(CC(=O)NCC2CCCO2)S(=O)(=O)c2ccc(OC)c(OC)c2)cc1 (configuration not stated),-2,8,-5,92,-26,1.6,-1.4,88,-6
CCCCCC(=O)NC(=S)Nc1ccc(N2CCCCC2)c(Cl)c1,0,2,-9,103,26,0.0,0.1,102,1
O=C(N/N=C/c1cccs1)c1ccc(NC(=O)c2ccccc2Cl)cc1,-7,14,-4,102,-75,0.5,0.2,102,13
CCC(C(=O)OCC(=O)Nc1ccccc1-c1ccccc1)c1ccccc1 (configuration not stated),-4,16,-9,96,-2,0.9,0.2,97,-2
CC(C)(C)N1C(=O)c2ccccc2NC(=O)N1Cc1ccccc1,-6,17,9,105,8,-1.1,-1.4,105,6

# High-throughput results: PubChem, several laboratories
